AmpC no deterg: qHTS Inhibitors of AmpC Beta-Lactamase (assay without detergent). P00811. AmpC nitrocefin hydrolysis, absorbance 480 nm, 0.0001% Triton. Potency, µM (titrated, usually from 57.1 µM), inactives show top-dose activity change, negative = inhibition, most hits filed as inhibitors. 330,000 compounds, 0.52% hits. AID 485341, 2010;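 note: potency is the fitted concentration of half-maximal effect; plate controls were no compound for no effect and no enzyme for full effect; nearly all actives have a fitted effect of over 20% in size; some results filed as inactive show a strong effect at the top dose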
Target sequence (P00811 whole entry, looked up): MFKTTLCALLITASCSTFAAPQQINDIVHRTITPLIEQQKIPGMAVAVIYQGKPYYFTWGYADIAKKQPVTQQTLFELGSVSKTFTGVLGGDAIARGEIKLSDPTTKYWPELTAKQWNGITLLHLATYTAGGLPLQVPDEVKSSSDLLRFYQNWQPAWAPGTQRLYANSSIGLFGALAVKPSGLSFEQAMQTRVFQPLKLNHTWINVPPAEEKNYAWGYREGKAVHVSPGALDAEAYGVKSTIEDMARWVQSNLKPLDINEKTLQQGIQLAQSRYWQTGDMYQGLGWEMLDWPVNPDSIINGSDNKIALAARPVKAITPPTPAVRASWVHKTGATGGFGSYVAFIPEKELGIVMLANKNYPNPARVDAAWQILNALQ
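20 mM phosphate pH 7.0 + 0.01% (detergent screen) or 0.0001% Triton X-100; 5.3 nM AmpC reagent; cpd preinc 15 min RT; nitrocefin (800 uM stock) to start; A480 q20 s × 4 min; Activity was normalised to no-enzyme and no-compound control wells.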
HCV inh: qHTS Assay for Inhibitors of Hepatitis C Virus (HCV); Huh7.5.1 HCVcc-Cre infection, luciferase reporter, 44 h; Potency, µM (titrated, usually from 41.8 µM), inactives show at the highest dose activity change, negative = inhibition, hits mostly inhibitors; 340,000 compounds, 3.4% hits; note: potency is the fitted concentration of half-maximal effect
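HCVcc-Cre virus at an moi near 0.5 was added right after compound to cells cultured 4 h from seeding (1,000 cells/well). Luciferase activity was determined 44 h later, 15 min after substrate addition at RT.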
Sm TGR block: qHTS Assay for the Inhibitors of Schistosoma Mansoni Peroxiredoxins; Schistosoma mansoni thioredoxin glutathione reductase (TGR), Q962Y6; purified TGR, DTNB reduction, TNB absorbance 405 nm; Potency, µM (titrated, usually from 114 µM), inactives show top-dose activity change, negative = inhibition, hits mostly inhibitors; 360,000 compounds, 3% hits; AID 485364, 2010; note: potency is the fitted concentration of half-maximal effect; nearly all actives have a fitted effect of over 60% in size
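First, TGR (20 nM dispensed) and NADPH were mixed with compound. Second, a 15 min room-temperature incubation followed. Third, further NADPH and then DTNB were added to start the reaction. Finally, TNB absorbance was monitored kinetically.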
HCMV antiviral: qHTS Assay for inhibitors of the human cytomegalovirus (HCMV) | HFF cells, HCMV-luciferase reporter, 72 h; active compounds read low | activity change, negative = inhibition, % at 57.5 µM | 410,000 compounds, 4.5% hits; in the data active = activity change below about -60%; inconclusive = no clear call, values can overlap the other calls; inactive = above about -39%
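Luciferase read-out from HCMV-luciferase-infected HFFs (MOI 1 PFU/cell) 72 h post infection at 37C; compounds added after 16 h cell attachment; activity normalized between buffer-only basal and Salinomycin (10uM) inhibitor controls.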
FBPA Giardia inh: qHTS Assay for Inhibitors of Fructose-1,6-bisphosphate Aldolase from Giardia Lamblia; AID 2451, 2010; Potency, µM (titrated, usually from 59.6 µM), without a hit: at the highest dose activity, negative = inhibition, usual class: inhibitors; A8B2U2; 290,000 compounds, 0.71% hits; purified Giardia FBPA; note: potency is the fitted concentration of half-maximal effect; nearly all actives have a fitted effect of over 55% in size
Target sequence (A8B2U2 whole entry, looked up): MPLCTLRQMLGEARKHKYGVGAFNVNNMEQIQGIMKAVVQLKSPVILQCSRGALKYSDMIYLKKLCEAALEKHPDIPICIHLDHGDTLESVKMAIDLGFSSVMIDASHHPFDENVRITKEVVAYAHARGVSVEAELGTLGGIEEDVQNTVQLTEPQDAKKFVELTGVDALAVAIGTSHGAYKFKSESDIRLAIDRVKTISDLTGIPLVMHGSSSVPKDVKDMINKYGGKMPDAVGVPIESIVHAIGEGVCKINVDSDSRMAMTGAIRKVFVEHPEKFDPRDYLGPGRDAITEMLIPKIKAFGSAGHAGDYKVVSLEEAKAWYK
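Giardia FBPA (40 nM reagent) was preincubated 10 min at RT with compound (up to 57.5 uM final), then substrate plus GAPDH/TPI/NAD/arsenate coupling system with diaphorase/resazurin was added; resorufin fluorescence (525/598 nm) was read after 20 min.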
AmpC detergent: qHTS Inhibitors of AmpC Beta-Lactamase (assay with detergent). P00811. AmpC hydrolysis of nitrocefin, absorbance 480 nm, 0.01% Triton. Potency, µM (doses to about 114 µM), for the others: top-dose activity change, negative = inhibition, usual class: inhibitors. 370,000 compounds, 0.041% hits. AID 485294, 2010;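 note: potency is the fitted concentration of half-maximal effect; 0% = no-compound wells and -100% = no-enzyme wells; nearly all actives have a fitted effect of over 25% in size; some results filed as inactive show a strong effect at the top dose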
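AmpC (5.3 nM in the dispensed reagent) in 20 mM phosphate pH 7.0 with 0.01% (detergent screen) or 0.0001% Triton X-100 was preincubated with compounds for 15 min at room temperature. Nitrocefin was then added from an 800 uM solution, and hydrolysis was followed at 480 nm.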
* hit, by the source's call; ? = inconclusive; . = no result given; & = joins results of further samples; [ ] = dose if it differs, or a comment. Unless noted, calls come from the whole dose curve; as a rule, active = well fitted curve in the direction sought with a large enough effect; inconclusive = small, poorly fitted or top-dose-only effect, or another doubt; inactive = no such curve, though single readings can be large; an effect the other way counts as inactive or inconclusive. Unless noted, % is set by controls: 0 for no effect and ±100 for the full control effect. Rows were taken by chance. About 9.9% of those tested had a hit in this group.

Start of the data: the first 4 entries (preview)
SMILES	AmpC no deterg	HCV inh	Sm TGR block	HCMV antiviral	FBPA Giardia inh	AmpC detergent
CCOC(=O)c1cc(CC)sc1NC(=O)C1CC1	-9%	11µM*	-4%	14	4%	0%
COC(=O)C(O)(c1c[nH]c2ccccc12)C(F)(F)F (centres undefined)	-15%	18%	-4%	60	-1%	-5%
O=C(NC1CCCC1)c1cccc2c1C(=O)c1ccc(N3CCCCC3)cc1S2(=O)=O	-11%	?	-3%	7	.	4%
COc1cc(OC)c(NC(=O)N2CC=C(c3c[nH]c4ccccc34)CC2)cc1Cl	.	.	-14%	?	.	17%

Results, from the start:
SMILES	AmpC no deterg	HCV inh	Sm TGR block	HCMV antiviral	FBPA Giardia inh	AmpC detergent
CCOC(=O)c1cc(CC)sc1NC(=O)C1CC1	-9%	11µM*	-4%	14	4%	0%
COC(=O)C(O)(c1c[nH]c2ccccc12)C(F)(F)F (centres undefined)	-15%	18%	-4%	60	-1%	-5%
O=C(NC1CCCC1)c1cccc2c1C(=O)c1ccc(N3CCCCC3)cc1S2(=O)=O	-11%	?	-3%	7	.	4%
COc1cc(OC)c(NC(=O)N2CC=C(c3c[nH]c4ccccc34)CC2)cc1Cl	.	.	-14%	?	.	17%
CCOc1c(Cl)cc(C(=O)Nc2cccc(C(=O)O)c2)cc1Cl	-26%	11%	12%	65	11%	3%
Cc1ccc(C(=O)Nn2cnnc2)cc1Cl	-21%	13%	5%	-31	2%	?
Cc1ccc(NC(=O)CCC(=O)N/N=C/c2cccs2)cc1C	-17%	6%	-12%	-14	0%	?
CC(C)c1nc2ccccn2c1NC1CCCCC1	-16%	2%	1%	-25	-10%	-6%
CCCCOc1ccc(C(=O)OC2CC(C)N(C)CC2C)cc1 (centres undefined)	44%	4.5µM*	1%	2	0%	?
O=C(CNc1ccc(Br)cc1)Nc1cccc(S(=O)(=O)N2CCCC2)c1	-20%	?	4%	-6	.	7%
Cc1cccc(C)c1NC(=O)c1c(-c2ccccc2)noc1C	-4%	16%	-23%[11.4 µM]	-20	3%	-10%
Cc1ccc(NC(=O)c2cc(-c3ccc4c(c3)OCO4)on2)cc1	-12%	-6%	1%&-2%	?	1%	-2%&-3%
O=C(Nc1ccc2c(c1)OCCO2)C(c1ccc(F)cc1)N1CCCCC1 (centres undefined)	-10%	-1%	6%	-5	2%	-10%
O=C(CN1CCN(Cc2ccccc2F)C1=O)NC1CCCC1	-20%	25%	5%	12	1%	-3%
COc1ccc(S(=O)(=O)NCc2cccnc2)cc1	-11%	14%	-5%	0	4%	-2%
Cc1ccc(OCC(O)CN2CCN(c3ccccn3)CC2)c(C)c1 (centres undefined)	93%[activator]	?	3%	-18	-20%	-2%
Cc1ccc(C(=O)Nc2nc(=O)[nH]s2)cc1	-12%&9%	12%&11%	-1%&-1%	-33&-13	0%&-1%	1%&1%
CCCn1c(=O)c2ccccc2n2c(SCC(=O)Nc3cc(C)on3)nnc12	-6%	-15%	-1%	64	0%	-1%
O=C(Nc1nc2cc3c(cc2s1)OCO3)c1ccc(N2C(=O)CCC2=O)cc1	-23%	?	-2%	0	6%	-5%
Cc1ccccc1C(=O)OCc1nnc(-c2ccc(Cl)cc2)o1	-8%	3%	5%	51	5%	4%

Sorted by molecular weight (smallest number first): 4 of the compounds above
SMILES	AmpC no deterg	HCV inh	Sm TGR block	HCMV antiviral	FBPA Giardia inh	AmpC detergent
COC(=O)C(O)(c1c[nH]c2ccccc12)C(F)(F)F (centres undefined)	-15%	18%	-4%	60	-1%	-5%
O=C(CN1CCN(Cc2ccccc2F)C1=O)NC1CCCC1	-20%	25%	5%	12	1%	-3%
Cc1ccccc1C(=O)OCc1nnc(-c2ccc(Cl)cc2)o1	-8%	3%	5%	51	5%	4%
CCOc1c(Cl)cc(C(=O)Nc2cccc(C(=O)O)c2)cc1Cl	-26%	11%	12%	65	11%	3%

(list continues)
SMILES	AmpC no deterg	HCV inh	Sm TGR block	HCMV antiviral	FBPA Giardia inh	AmpC detergent
COc1cc(/C=N/OCC(=O)NC2CCS(=O)(=O)C2)ccc1OC(F)F (centres undefined)	-6%[11.4 µM]	-7%	4%	4	5%	?
CN(C)S(=O)(=O)c1ccc(C(=O)OCc2ccc([N+](=O)[O-])cc2)cc1	137%[activator]	3%	2%	24	4%	?
CCCNC(=O)CCc1c(C)nc2c(c(C)nn2-c2ccccc2)c1C	5%	-10%	10%	-38	-2%	-11%
O=C(O)c1cc(S(=O)(=O)N2CCCCC2)ccc1N1CCCC1	-43%	-7%	.	8	.	.
CCn1c(C)c(C)c2cc(C(=O)NCCN3CCCCCC3)ccc21	123%[activator]	13µM*	?	-25	-10%	-5%
Cc1ccc(N(C(C)C(=O)N2CCCCC2)S(C)(=O)=O)cc1C (centres undefined)	-11%	8%	-17%	-10	-1%	2%
Cc1sc2ncnc(SCC(=O)N(C)C3CCS(=O)(=O)C3)c2c1C (centres undefined)	-23%	-17%	77%[activator]	-28	-5%	-13%
CC(=O)OCC(=O)[C@@]12OC(C)(C)O[C@@H]1CC1C3C[C@H](F)C4=CC(=O)C=CC4(C)[C@@]3(F)C(O)CC12C (some centres undefined)	-11%	17%	-2%	28	.	3%
COc1cc(C#Cc2c(-c3ccccc3OC)oc3ccccc23)cc(OC)c1	-32%	-4%	?	6	.	3%
Cc1nn(-c2ccccc2)c2nc(-c3cccs3)cc(C(=O)NN)c12	111%[activator]	?	10%	?	1%	5%
CCOC(=O)N1CCN(C(=O)C2CCCN(S(=O)(=O)c3cccnc3)C2)CC1 (centres undefined)	-12%	5%	4%	1	-2%	?
Cc1ccc(OP(=O)(NCc2ccccc2)Oc2ccc(C)cc2)cc1	32%	-27%	-2%	54	1%	-18%
O=C(c1ccco1)N(Cc1ccc2c(c1)OCO2)Cc1cc2cc3c(cc2[nH]c1=O)OCO3	-42%	-11%	-16%	?	-5%	-9%
c1coc(C2Nc3cccc4cccc(c34)N2)c1	?	11%	7.9µM*	.	?	-7%
O=C(/C=C/Nc1nccs1)C(F)(F)Cl	-38%	27%	.	19	-8%	0%
O=c1nc(N2CCOCC2)nc2n1CCO2	0%	3%	5%	-26	6%	-13%
O=C(Cn1c(CO)nc2ccccc21)NCCc1ccccc1	-4%	6%	12%	0	4%	-9%
CC1CCC/C(=C(\C#N)c2nc(-c3cc4ccccc4oc3=O)cs2)C1 (centres undefined)	-32%	?	-8%	?	2%	-8%
CCO[C@@H]1OC(C(=O)NCc2ccccc2)=C[C@H](C(C)(C)C)[C@H]1CCCO	57%	16%	2%	4	-1%	2%
NNc1nc(NCc2ccccc2)nc(N2CCOCC2)n1	-19%	?	-7%	66	9%	1%
Cc1ccc(CN2C(=O)c3ccccc3Sc3ccc(C(=O)N4CCOCC4)cc32)cc1	.	.	1%	-39	.	-1%
COc1cc2c(cc1OC)C(c1cc3cc(OC)c(OC)cc3[nH]c1=O)N(C(=O)C1CC1)CC2 (centres undefined)	76%[activator]	7%	2%	53	?	-3%
COc1ccc(C(=O)Nc2cc(C(F)(F)F)ccc2N2CCN(c3ccccc3)CC2)cc1OC	.	.	-4%	-11	.	-1%
O=C(CNC(=O)c1ccc(Br)o1)Nc1ccc(F)c(S(=O)(=O)N2CCOCC2)c1	-31%	?	-28%	-27	.	-20%
O=c1[nH]c(=O)n(-c2ccccc2Cl)c(O)c1C=NCCN1CCCCC1	-4%	16%	-12%	19	4%	-11%
CC(O)CCC(=O)NNC1CC(=O)N(c2ccccc2)C1=O (centres undefined)	-7%	27%	-6%	-12	6%	-2%
CCN(C(=O)CCN1C(=O)/C(=C/c2ccccc2)SC1=S)C1CCS(=O)(=O)C1 (centres undefined)	163%[activator]	?	-4%	-113*	.	0%
Cc1ccc(CNC(=O)CSc2nc(N3CCCCC3)nc(N3CCCCC3)n2)cc1	-13%	-10%	3%	-23	17%	0%
C=CCn1c(O)c(N=NC(=O)CNC(=O)Cc2ccccc2)c2ccccc21	0%	?	-3%	?	-23%	-5%
CCC1=Nc2cc(C(=O)NCC(C)c3ccccc3)ccc2Sc2ccc(C)cc21 (centres undefined)	.	.	5%	-7	.	0%
CCOc1ccc(Br)cc1/C(C)=N\NC1=NCCN1	-21%	4.5µM*	-1%	?	-6%	-1%
COC(=O)C1CCCCN1C(=O)c1ccc(OC2CCN(C(C)=O)CC2)c(OC)c1 (centres undefined)	-6%	.	-17%	32	.	-1%
CCOC(=O)c1ccc(/[N+]([O-])=C/c2ccccc2)cc1	-12%	1%	-2%	48	.	-3%
Cc1cccc(C)c1NC(=O)CN(C)C(=O)CN1C(=O)NC2(CCCC2)C1=O	?	36%[activator]	-1%	8	.	?
COc1ccc(N(C)C(=O)Nc2ccc3nsnc3c2)cc1	-7%	?	.	-32	-25%	-12%
CN(C)C=Nc1ccc2nc3c(cc2c1)[nH]c1ccccc13	-49%	?	-22%	10	-19%	-8%
c1csc(-c2nn[nH]n2)c1	-20%	14%	4%	0	-1%	5%
O/C(=C\Sc1nnc(Cc2ccccc2)o1)c1ccc(F)cc1	-26%	5%	0%	-16	4%	-8%
Cc1cccc(NC(=O)c2cc(CN3CCOCC3)on2)c1C	.	.	0%	3	.	18%
CCN(CC)S(=O)(=O)c1cc(NC(=O)CCNC(=O)c2ccco2)ccc1C	26%	14%	4%	-24	9%	-12%
Cn1nc(C(=O)Nc2nc3ccccc3[nH]2)c2ccccc2c1=O	-5%	?	-19%	74	-25%	1%
CCOC(=O)CC(=O)c1[nH]c(C)c(C(=O)OCC)c1C	-7%	-7%	-29%	?	-2%	-15%
Cc1c(C(=O)Nc2nc(-c3ccc(F)cc3)ns2)oc2ccc(Cl)cc12	.	.	4%	35	.	26%
Cc1cc(C)n2nc(N)c(N=Nc3ccc4c(c3)OCO4)c2n1	-14%	11%	1%	-17	-2%	-5%
COc1ccc(N2CC(C(=O)NCc3ccco3)CC2=O)cc1 (centres undefined)	-13%	-1%	20µM*	-37	-5%	-9%
CCOc1ccc(-n2cc(-c3ccccc3)c3c(NCc4ccc(F)cc4)ncnc32)cc1	.	.	79µM*	-15	.	2%
CSc1oc(-c2ccco2)nc1S(=O)(=O)c1ccc(Br)cc1	-24%	-3%	50µM*	18	-11%	?
COc1ccc(CNC(=O)CSc2nc(SC)ns2)cc1	-17%	10%	-29%	32	5%	0%
COc1ccc(CN(Cc2ccco2)c2cnc(S(C)(=O)=O)nc2C(=O)Nc2ccc(F)cc2)cc1	.	.	-7%	4	.	-1%
CCN(C(=O)CSc1nc2ccccc2n1CC)C1CCS(=O)(=O)C1 (centres undefined)	0%	9%	1%	-4	3%	3%
CCOC(=O)CC1=NS(=O)(=O)c2ccccc2N1	-13%	19%	4%	72	1%	-12%

High-throughput results (PubChem BioAssay)
